Cycloheximide cs: counter-screen hit for Shiga toxin inhibitors, cycloheximide; cell reporter, cycloheximide protein synthesis inhibition counterscreen; max response, %; 300,000 tested, 12% active; in the data active means max response mostly above about 13%, no sharp cut-off; inactive means mostly below about 14%; further: read at 38.3 µM for the half of the compounds with a filed dose; 0% is about no effect
Pf growth 48h: inhibits P. falciparum growth in the first generation, 48 h; Potency, µM (titrated, usually from 28.7 µM), for inactives: at the top dose activity change, negative = inhibition, hits mostly inhibitors; P. falciparum luciferase growth in erythrocytes, 48 h; AID 504832; 310,000 tested, 5.9% active; further: potency means the concentration at half of the fitted maximal effect; on the % scale 0 is the no-effect control and ±100 the full control effect
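Cell-based growth assay: transgenic P. falciparum expressing firefly luciferase, cultured in red cells within RPMI 1640 containing 0.5% w/v Albumax, 24 mM bicarbonate and gentamycin. A drop in luciferase activity indicates inhibition.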
FBPA Giardia inh: blocks Giardia fructose-bisphosphate aldolase activity. A8B2U2. purified Giardia FBPA. Potency, µM (titrated, usually from 59.6 µM), inactives show at the top dose activity, negative = inhibition, usual class: inhibitors. 290,000 tested, 0.71% active. AID 2451; further: potency means the concentration at half of the fitted maximal effect; on the % scale 0 is the no-effect control and ±100 the full control effect; nearly all actives have a fitted effect of over 55% in size
Target sequence (A8B2U2 whole entry, looked up): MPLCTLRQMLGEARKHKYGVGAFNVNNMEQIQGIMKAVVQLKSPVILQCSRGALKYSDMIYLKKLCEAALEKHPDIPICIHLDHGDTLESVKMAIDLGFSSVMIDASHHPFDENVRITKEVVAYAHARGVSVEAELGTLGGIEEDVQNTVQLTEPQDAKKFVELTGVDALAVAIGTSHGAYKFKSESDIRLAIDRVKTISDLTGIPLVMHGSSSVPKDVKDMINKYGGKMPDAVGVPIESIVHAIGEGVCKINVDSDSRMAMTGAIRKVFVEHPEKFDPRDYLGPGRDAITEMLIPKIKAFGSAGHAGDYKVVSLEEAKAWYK
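40 nM FBPA preincubated 10 min at RT with compound (up to 57.5 uM final), then substrate plus GAPDH/TPI/NAD/arsenate coupling and diaphorase/resazurin added. Fluorescence read after 20 min at RT, 525/598 nm.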
Shiga toxin inh: blocks Shiga toxin action in Vero cells; Vero cells, Shiga toxin protein synthesis inhibition reporter; 290,000 tested, 9.2% active; AID 2315; inhibition, % at 38.7 µM; in the data active means inhibition mostly above about 28%, no sharp cut-off; inactive means mostly below about 43%; further: 0% is about no effect
Sm TGR inh: S. mansoni TGR enzyme inhibition | Q962Y6 | purified TGR, DTNB reduction, TNB absorbance 405 nm | Potency, µM (titrated, usually from 114 µM), for inactives: top-dose activity change, negative = inhibition, hits mostly inhibitors | 360,000 tested, 3% active; further: potency means the concentration at half of the fitted maximal effect; on the % scale 0 is the no-effect control and ±100 the full control effect; nearly all actives have a fitted effect of over 60% in size
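Kinetic colorimetric format: TGR-catalysed, NADPH-driven DTNB reduction monitored via TNB absorbance. Enzyme dispensed at 20 nM; compound exposure 15 min at room temperature before reaction start.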
Pf growth 96h: inhibits malaria parasite growth, 96 h. P. falciparum luciferase reporter growth, 96 h. Potency, µM (doses to about 28.7 µM), without a hit: top-dose activity change, negative = inhibition, actives largely listed as inhibitors. 320,000 tested, 6.9% active; further: potency means the concentration at half of the fitted maximal effect; on the % scale 0 is the no-effect control and ±100 the full control effect
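Readout is luminescence from an integrated firefly luciferase in P. falciparum. Red cells, 2% hematocrit and 0.05% parasitemia final, were cultured with compound through two parasite generations (96 hours) at 37 C, 5% CO2.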
* = called active by the depositor; ? = inconclusive; . = not tested or not shown; & = joins results of further samples; [ ] = remark or other dose. Unless noted, the call rests on the fitted dose curve; in most records, active means well fitted curve in the direction sought with a large enough effect; inconclusive means small, poorly fitted or top-dose-only effect, or another doubt; inactive means no such curve, though single readings can be large; an effect the other way counts as inactive or inconclusive.

Every second line gives: Pf growth 48h	Cycloheximide cs	Shiga toxin inh	Pf growth 96h	Sm TGR inh	FBPA Giardia inh
> CC(C)(C)NC(=O)C12CCC(C)(c3nc4ccccc4nc31)C2(C)C (configuration not stated)
    .	-3	7	?	4%	3%
> C=CCn1c(N2CCOCC2)nc2c1c(=O)[nH]c(=O)n2C
    ?	3	-4	1%	0%	4%
> COc1cc(C(=O)Nc2cc(C)cc(C)c2)c(-n2cnnn2)cc1OC
    8%	-6	-7	5%	0%	-2%
> CCCCc1nc2cc(C(=O)NCc3ccccn3)ccc2o1
    -10%	10*	47	12µM*	0%	-4%
> O=C(CNC(=O)C(c1ccccc1)c1ccccc1)N/N=C\c1ccc2c(c1)OCO2
    17%	36*	66*	-6%	-7%	9%
> Cn1c(=O)c2c(ncn2CC(=O)OCC(=O)Nc2ccc(Cl)cc2)n(C)c1=O
    24%	0	9	6%	-8%	5%
> CC(=O)N1CCCc2cc(S(=O)(=O)Nc3ccc4c(c3)OCO4)ccc21
    -9%	10	35	45%[activator]	-7%	-1%
> O=C(c1ccncc1)N1CCN(S(=O)(=O)c2cccc([N+](=O)[O-])c2)CC1
    2%	.	.	-3%	-2%	.
> O=C(O)C1(c2ccc(Cl)cc2)CCC1
    13%	1	30	15%	7%	6%
> CCC(Oc1ccccc1)C(=O)Nc1ccccc1C(=O)N1CCN(C)CC1 (configuration not stated)
    -4%	-1	25	-4%	-9%	.

Carrying on:
Every second line gives: Pf growth 48h	Cycloheximide cs	Shiga toxin inh	Pf growth 96h	Sm TGR inh	FBPA Giardia inh
> CC(=O)NNc1ncnc2c1cnn2-c1ccccc1
    ?	11	12	?	-1%&2%	3%
> Cc1coc2cc3oc(=O)c(CCC(=O)NCCN4CCOCC4)c(C)c3cc12
    -6%	-1	-3	49%[activator]	6%	17%
> Nc1ccc(Br)cc1C(=O)c1ccccc1
    8%	3	-11	-1%	8%	0%
> CC(C)c1nc2sc3c(=O)[nH]cnc3c2c2c1CCCC2
    33%[activator]	1	-8	42%[activator]	-9%	3%
> O=C(C1CCCN(Cc2ccccc2)C1)N1CCc2ccccc2C1 (configuration not stated)
    .	-3	-22	-20%	-11%	-25%
> CCCCOc1ccc(NC(=O)CCSc2nccn2C)cc1
    7%	7	16	3%	.	-4%
> O=C(Nc1ccc(N2CCOCC2)cc1)C1=NN(c2ccccc2)C(=O)CC1
    -12%	.	.	19%	10%	.
> COc1cccc(C(=O)NC2CC3CCCC(C2)N3CC(=O)Nc2ccc(N(C)C)cc2)c1 (configuration not stated)
    ?	-4	-12	12µM*	-2%	-2%
> O=C(NC1CC1)C1CCN(C2CCN(C(=O)Cc3ccc4c(c3)OCO4)CC2)CC1
    1%	-1	-7	12µM*	?	-17%
> CC(=C\C(=O)O)/C(=C/c1ccc(C)o1)C(=O)O
    -5%	-1	2	?	32µM*	-13%

(listing goes on)
Every second line gives: Pf growth 48h	Cycloheximide cs	Shiga toxin inh	Pf growth 96h	Sm TGR inh	FBPA Giardia inh
> COc1cccc(CN(C)Cc2cc(=O)oc3cc(O)c(Cl)cc23)c1
    .	-1	-6	-1%	-13%	?
> CNC(=O)COC(=O)c1cc(-c2ccc(OC)cc2)nc2ccccc12
    68%[activator]	11	55*	65%[activator]	?	2%
> Clc1ccc2nc(CSc3nncn3-c3ccccc3)cn2c1
    53%[activator]	-1	-2	31%[activator]	-2%	-2%
> Cc1nc(CN2CCCCC2)cc(=O)[nH]1
    -17%	12	2	26%	-6%	5%
> CC(C)c1ccc(NS(=O)(=O)c2ccc(Cl)nc2)cc1
    -8%	-3	-8	19%	-10%	-8%
> CCOC(=O)CNS(=O)(=O)c1cc(-c2nnc(Nc3ccc4c(c3)OCO4)c3ccccc23)ccc1C
    2.3µM*	1	-5	?	7%	-5%
> Cc1ncc(CN2CCCC(C(=O)Nc3ccc(-n4ccnc4C)cc3)C2)cn1 (configuration not stated)
    14%	-3	4	5%	-3%	-8%
> CC(C)(C)n1ncc2c(=O)n(CC(=O)N3CCCc4ccccc43)cnc21
    -2%	-3	18	1.9µM*	?	0%
> O=C(CN1C(=O)S/C(=C/c2cccnc2)C1=O)N1CCOCC1
    -26%	-4	-8	?	-1%	3%
> C(/C=C/c1ccco1)=N/N1CCN(c2ccccc2)CC1
    114%[activator]	34*	106*	153%[activator]	?	3%

More results.
Every second line gives: Pf growth 48h	Cycloheximide cs	Shiga toxin inh	Pf growth 96h	Sm TGR inh	FBPA Giardia inh
> COc1ccc(C2N(C(=O)N3CCOCC3)CCN2S(=O)(=O)c2ccc(C)cc2)cc1 (configuration not stated)
    .	-4	-7	?	3%	-2%
> Cc1nnc(NC(=O)CC(NC(=O)C(F)(F)F)c2ccccc2)s1 (configuration not stated)
    16%	1	26	-1%	3%	2%
> Cc1ccc(C)c(NC(=O)C2C(c3ccccc3)C2(Cl)Cl)c1 (configuration not stated)
    ?	-5	-19	-19%	16%	1%
> Cc1n[nH]c(=S)n1/N=C/c1ccc(-c2ccccc2[N+](=O)[O-])o1
    17%	13*	33	.	10%	-11%
> Cc1ccc(Nc2ncccc2C(=O)O)cc1C
    39%&17%[activator]	21*	92*	87%&-23%[activator]	10%	6%
> Cc1cc(C(=O)Nc2c(C)nn(Cc3c(Cl)cccc3Cl)c2C)no1
    36%[activator]	0	7	1%	6%	4%
> O=C(Nc1c(C(=O)Nc2ccccc2)cnn1-c1ccccc1)c1ccco1
    98%[activator]	-2	-3	2%	1%	9%
> CC(=O)Nc1ccc(S(=O)(=O)N2C3CCCC2CC(NC(=O)C2CCCCC2)C3)cc1 (configuration not stated)
    -24%	-3	-13	406%[activator]	5%	-1%
> Nc1ccc(S(=O)(=O)Nc2nccc(/C=C/c3ccc([N+](=O)[O-])cc3)n2)cc1
    24%	-5	-4	100%[activator]	-7%	-1%
> CN1CCN(C(c2ccccc2)c2ccc(Cl)cc2)CC1 (configuration not stated)
    ?	.	.	?	-2%	.

Part of the list above, with tabs.
canonical_smiles	Pf growth 48h	Cycloheximide cs	Shiga toxin inh	Pf growth 96h	Sm TGR inh	FBPA Giardia inh
CNC(=O)COC(=O)c1cc(-c2ccc(OC)cc2)nc2ccccc12	68%[activator]	11	55*	65%[activator]	?	2%
Clc1ccc2nc(CSc3nncn3-c3ccccc3)cn2c1	53%[activator]	-1	-2	31%[activator]	-2%	-2%
Cc1nc(CN2CCCCC2)cc(=O)[nH]1	-17%	12	2	26%	-6%	5%
CC(C)c1ccc(NS(=O)(=O)c2ccc(Cl)nc2)cc1	-8%	-3	-8	19%	-10%	-8%
CCOC(=O)CNS(=O)(=O)c1cc(-c2nnc(Nc3ccc4c(c3)OCO4)c3ccccc23)ccc1C	2.3µM*	1	-5	?	7%	-5%
Cc1ncc(CN2CCCC(C(=O)Nc3ccc(-n4ccnc4C)cc3)C2)cn1 (configuration not stated)	14%	-3	4	5%	-3%	-8%
CC(C)(C)n1ncc2c(=O)n(CC(=O)N3CCCc4ccccc43)cnc21	-2%	-3	18	1.9µM*	?	0%
O=C(CN1C(=O)S/C(=C/c2cccnc2)C1=O)N1CCOCC1	-26%	-4	-8	?	-1%	3%
C(/C=C/c1ccco1)=N/N1CCN(c2ccccc2)CC1	114%[activator]	34*	106*	153%[activator]	?	3%
COc1ccc(C2N(C(=O)N3CCOCC3)CCN2S(=O)(=O)c2ccc(C)cc2)cc1 (configuration not stated)	.	-4	-7	?	3%	-2%
Cc1nnc(NC(=O)CC(NC(=O)C(F)(F)F)c2ccccc2)s1 (configuration not stated)	16%	1	26	-1%	3%	2%
Cc1ccc(C)c(NC(=O)C2C(c3ccccc3)C2(Cl)Cl)c1 (configuration not stated)	?	-5	-19	-19%	16%	1%
Cc1n[nH]c(=S)n1/N=C/c1ccc(-c2ccccc2[N+](=O)[O-])o1	17%	13*	33	.	10%	-11%
Cc1ccc(Nc2ncccc2C(=O)O)cc1C	39%&17%[activator]	21*	92*	87%&-23%[activator]	10%	6%
Cc1cc(C(=O)Nc2c(C)nn(Cc3c(Cl)cccc3Cl)c2C)no1	36%[activator]	0	7	1%	6%	4%
O=C(Nc1c(C(=O)Nc2ccccc2)cnn1-c1ccccc1)c1ccco1	98%[activator]	-2	-3	2%	1%	9%

Additional compounds follow.
Every second line gives: Pf growth 48h	Cycloheximide cs	Shiga toxin inh	Pf growth 96h	Sm TGR inh	FBPA Giardia inh
> COc1ccc(OC)c(S(=O)(=O)Nc2cc3c4c(c2)CC(=O)N4CCC3)c1
    ?	.	.	?	-1%	.
> Cc1ccccc1SCCNC(=O)CCc1ccccc1
    30%[activator]	26	28*	54%[activator]	.	0%
> CN(C)C(CNC(=O)CCC(=O)c1ccc(Br)cc1)c1ccccc1 (configuration not stated)
    -9%	11	38*	-2%	3%	1%
> CCOc1cc(/C=N/n2cnnc2)c(Br)cc1O
    -8%	4	20	81%[activator]	-3%	-17%
> COc1ccc(C(C)C)cc1S(=O)(=O)n1ccnc1C
    ?	-4	7	?	-2%	-4%
> O=C(CCC(=O)N1CCN(Cc2ccc(F)cc2)CC1)Nc1nnc(C(F)(F)F)s1
    -3%	-5	-3	37%[activator]	-9%	-1%
> CN1C(=O)/C(=C/c2ccco2)SC1=Nc1ccc(N2CCOCC2)cc1
    17%	-1	-9	36%[activator]	-26%	1%
> CSCCC(NC(N)=O)C(=O)NCc1cccc(Cl)c1 (configuration not stated)
    .	-1	9	34%[activator]	-2%	-1%
> Cc1ccc2c(c1)c(=O)c1c3n2CCN(CC2CO2)C3CC1 (configuration not stated)
    ?	-3	25	?	-12%	-6%
> COc1ccc(NC(=O)c2cccc3c2C(=O)c2ccc(-c4cnc(OC)nc4)cc2S3(=O)=O)cc1
    ?	.	.	-13%	-18%	.

Remaining list, next part
Every second line gives: Pf growth 48h	Cycloheximide cs	Shiga toxin inh	Pf growth 96h	Sm TGR inh	FBPA Giardia inh
> COc1ccc(/C=N/N(C)C2=NCCN2)c(OC)c1OC
    0%	11	20	9%	3%	5%
> COC(=O)c1ccc2c(c1)N(C)CCS2
    -6%	-1	8	?	-2%	-4%
> O=C(O)CCCCCn1c(SCc2cc(=O)n3cc(Cl)ccc3n2)nc2ccsc2c1=O
    ?	-3	16	11%	7%	-1%
> CSc1c(CC(=O)NCCCO)n(Cc2ccccc2)c2ccccc12
    -14%	-1	-2	9.3µM*	0%	-15%
> O=S1(=O)CCC(NC(=S)Nc2ccccc2)C1 (configuration not stated)
    -2%	-2	-6	3%	-11%	4%
> CC1CCN(S(=O)(=O)c2ccc3c(c2)N(CC(=O)NCCCN2CCCCC2)C(=O)CS3)CC1
    ?	-2	13	9%	4%&1%	.
> CCn1ncc(C2=NOC(C(=O)NCc3ccc(Cl)cc3)C2)c1C (configuration not stated)
    -1%	-1	-15	.	2%	1%
> CS(=O)(=O)C1=NSC2=NC(=O)/C(=C\c3cccn3-c3ccccc3Cl)C(=N)N21
    6%	-6	18	?	-25%	25%
> COc1ccccc1CC(=O)NC12CC3CC(CC(C3)C1)C2
    -21%	-2	33	?	2%	-5%
> O=C(COc1ccc(Cl)cc1)Nc1ccc(CN2CCOCC2)cc1
    -25%	.	.	?	2%	.

More records follow.
Every second line gives: Pf growth 48h	Cycloheximide cs	Shiga toxin inh	Pf growth 96h	Sm TGR inh	FBPA Giardia inh
> Cc1ccc(C(CC(=O)NCc2ccco2)c2ccccc2)c(O)c1 (configuration not stated)
    .	-1	-18	19%	0%	1%
> COc1ccc(OCCOCCN2CCN(C)CC2)cc1
    27%	-3	-1	19%	-4%	?
> Cn1c(SCC(=O)NCc2ccco2)nnc1-c1ccccc1
    7%	1	-6	35%[activator]	?	2%
> CCSc1ncc(Cl)c(C(=O)Nc2ccccc2Cl)n1
    3%	-2	-6	71%[activator]	5%	-4%

High-throughput results from PubChem.
